Screens from PubChem BioAssay.
PolyA inh – blocks polyadenylation in yeast reporter cells | S. cerevisiae SKY197-pL101 polyadenylation reporter, beta-gal luminescence; efflux-impaired pdr1/pdr3 knockout yeast; score 100 = 6 SD above DMSO | calls only at 12 µM | AID 1875 | 0.02% of 300,000 active;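 active = lowest replicate activity score at least 50, where 100 means six control SD above control mean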;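 note: yeast exposed to compound for 9 h at 30 °C; higher score means more reporter readthrough which indicates perturbed polyadenylation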
MrgX1 PAM – human MrgX1 positive allosteric modulation, primary screen; MrgX1-HEK293, Fluo-4 calcium flux, FDSS; stronger effect = higher value; B-score at 10 µM; 0.63% of 310,000 active; AID 588675;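 active = plate-corrected calcium response at least 3 library SD above typical, normal starting fluorescence, not activating the receptor alone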;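 note: compound read alongside a low EC10 to EC30 dose of BAM8-22 agonist; peak minus trough fluorescence over baseline measured at the second addition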
MrgX1 agonist – activates human MrgX1 receptor signaling; Q96LB2; MrgX1-HEK293 cells, Fluo-4 calcium fluorescence, agonist mode; stronger effect = higher value; B-score at 10 µM; 0.44% of 310,000 active;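 active = calcium response B-score plate-corrected fluorescence ratio at least 3 library SD, with starting fluorescence B-score inside 5 SD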
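System: HEK293 cells stably expressing human MrgX1 receptor; Dosing: test compound in the initial addition of three; Schedule: overnight plating, then 30 min 37 °C plus 30 min room-temperature dye loading; Detection: kinetic calcium dye fluorescence, Fluo-4 NW; Controls: per-plate positive and negative controls for Z′ factor.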
TRPC6 activator – mouse TRPC6 channel activation; B-score at 10 µM; 0.13% of 310,000 active; Q61143; HEK293-TRPC6 membrane potential dye fluorescence; stronger effect = higher value;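 active = B-score of the integrated fluorescence ratio above library mean plus 3 SD, and starting fluorescence ratio within library mean plus 5 SD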;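 note: higher score means more depolarization so channel activation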
Target sequence (Q61143 whole entry, looked up): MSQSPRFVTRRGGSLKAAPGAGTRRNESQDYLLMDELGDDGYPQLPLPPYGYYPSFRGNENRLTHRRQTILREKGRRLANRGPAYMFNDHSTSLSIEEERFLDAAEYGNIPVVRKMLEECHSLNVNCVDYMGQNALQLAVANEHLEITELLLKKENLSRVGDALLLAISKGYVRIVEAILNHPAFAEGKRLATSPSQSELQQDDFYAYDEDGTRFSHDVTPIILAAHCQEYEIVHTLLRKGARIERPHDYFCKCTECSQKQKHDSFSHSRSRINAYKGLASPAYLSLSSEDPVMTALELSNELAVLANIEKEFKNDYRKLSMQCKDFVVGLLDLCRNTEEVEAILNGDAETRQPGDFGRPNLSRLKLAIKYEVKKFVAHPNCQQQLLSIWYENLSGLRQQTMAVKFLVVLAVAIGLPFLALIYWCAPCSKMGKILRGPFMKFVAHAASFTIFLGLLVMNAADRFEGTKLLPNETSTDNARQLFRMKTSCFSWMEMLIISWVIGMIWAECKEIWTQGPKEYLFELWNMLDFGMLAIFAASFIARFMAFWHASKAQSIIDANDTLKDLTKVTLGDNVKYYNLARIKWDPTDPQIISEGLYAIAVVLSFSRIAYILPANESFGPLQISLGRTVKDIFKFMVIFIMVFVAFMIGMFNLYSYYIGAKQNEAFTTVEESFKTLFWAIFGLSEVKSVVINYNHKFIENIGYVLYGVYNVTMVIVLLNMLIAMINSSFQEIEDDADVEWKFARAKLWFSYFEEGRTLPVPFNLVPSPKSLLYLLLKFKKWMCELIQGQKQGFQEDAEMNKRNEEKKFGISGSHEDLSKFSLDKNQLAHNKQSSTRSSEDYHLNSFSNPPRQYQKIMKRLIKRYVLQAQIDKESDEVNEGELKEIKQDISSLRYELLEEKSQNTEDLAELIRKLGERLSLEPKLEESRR
AI-2 QS modul – Vibrio harveyi AI-2 quorum sensing modulation; Vibrio harveyi JMH597 AI-2 luminescence/OD600 ratio, 9 h; stronger effect = lower value; strain lacks LuxN and CqsS sensors; 0 = neutral-control median; activity change, % at 7.5 µM; 0.4% of 300,000 active; AID 2094; in the data active = activity change below about -75%, passing the limit was not always enough;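 note: luminescence divided by OD600 gain over 9 h not by final OD600 alone; inactives centre near 13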
TRPC6 inh – blocks the mouse TRPC6 cation channel. Q61143. HEK293-TRPC6, membrane potential dye, ACh-evoked depolarization; stronger effect = lower value. B-score at 10 µM. 1.1% of 310,000 active. AID 2553;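 active = B-score under library mean minus 3 SD, initial fluorescence not abnormally high, positive integrated signal ratio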;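 note: B-score derived from integrated fluorescence ratio over the kinetic read; more negative B-score means stronger inhibition of depolarization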
TRPC4 inh – blocks the mouse TRPC4 cation channel; B-score at 10 µM; HEK293 TRPC4beta/mu-opioid, DAMGO-evoked Fluo4 calcium flux; stronger effect = lower value; 0.39% of 300,000 active; AID 2247;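 active = B-score over 3 SD under the library average, no early fluorescence shift, positive overall ratio signal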
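System: stable TRPC4beta/mu-opioid receptor HEK293 cells; Dosing: single-point compound dosing; Measured by: Fluo4 Ca2+ flux fluorescence; Read-out basis: per-well B score of integrated baseline-normalized Fluo4 ratio.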
HIF act – HIF pathway transcriptional activation; U2OS HRE-luciferase reporter, luminescence; normalized: DMSO 0%, desferrioxamine 100%; activation, % at 7.5 µM (by protocol); 0.32% of 300,000 active;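 active = mean activation of at least 10% of the iron chelator positive control signal, with at least half of replicates also reaching 10%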
TRPC4 PAM – TRPC4 (mouse) allosteric potentiation; Q9QUQ5; HEK293 TRPC4beta/mu-opioid, DAMGO EC20, Fluo-4 Ca2+ flux; stronger effect = higher value; B-score at 10 µM; 0.42% of 310,000 active;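 active = B-score of calcium response area above 5 SD of library B-scores, with initial fluorescence ratio within 5 SD of library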;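 note: B-score of integrated fluorescence ratio over time as area under calcium response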
TRPC4 agonist – opens the mouse TRPC4 cation channel | B-score at 10 µM | 0.49% of 310,000 active | HEK293 TRPC4beta/mu-opioid, Fluo4 calcium fluorescence; stronger effect = higher value;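 active = B-score above 5 SD of library B-scores, and initial fluorescence ratio not above library mean plus 5 SD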;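 note: positive B-score marks a calcium rise read as TRPC4 activation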
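Technique: kinetic Fluo4 calcium fluorescence; Test system: TRPC4beta and mu-opioid receptor HEK293 stable cells; Measure: B-scored integrated calcium fluorescence ratio; Benchmarks: low control buffer alone, high control maximal DAMGO; Schedule: 45 min room-temperature Fluo4 loading, 110 s read.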
MrgX1 antag – antagonists of human MrgX1 receptor; 1.3% of 310,000 active; MRGX1-HEK293 calcium flux, Fluo-4, BAM8-22 antagonism; stronger effect = lower value; B-score at 10 µM; Q96LB2;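 active = calcium-response B-score plate-corrected more than 3 library SD below zero, starting fluorescence within 5 deviations, no agonist response on first addition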;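 note: peak minus trough fluorescence over baseline after final BAM8-22 challenge near maximal dose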
An asterisk follows results filed as active; i = inactive; x = not tested or not shown. Not all compounds are listed, so the mix of outcomes need not match the whole.

SMILES	PolyA inh	MrgX1 PAM	MrgX1 agonist	TRPC6 activator	AI-2 QS modul	TRPC6 inh	TRPC4 inh	HIF act	TRPC4 PAM	TRPC4 agonist	MrgX1 antag
CC(C)(C)N(Cc1ccccc1)C(=O)COC(=O)CCc1c[nH]c2ccccc12	i	i	i	i	27	i	i	-0.1	i	i	i
O=C(Nc1ccc(Cl)c(-c2nc3ccccc3[nH]2)c1)c1cccnc1	i	i	i	i	7	i	x	-0.1	i	i	i
COc1cc(OC)cc(C(=O)Nc2nc3ccc(S(C)(=O)=O)cc3s2)c1	i	i	i	i	15	i	i	1.2	i	i	i
O=S(=O)(NCCC1CC1(Cl)Cl)c1ccc(Cl)cc1 (configuration not stated)	i	i	i	i	-4	i	i	0.0	i	i	i
O=C(Nc1ccccc1N1CCCC1)c1ccc([N+](=O)[O-])cc1Cl	i	i	i	i	6	i	i	-0.4	i	i	i
CC(=O)Oc1ccccc1C(=O)Nc1ccccc1C(=O)N1CCCC1	i	i	i	i	26	i	i	-0.1	i	i	i
CCC(=O)N1CCc2cc(S(=O)(=O)CCC(=O)NCc3ccccc3OC)ccc21	i	i	i	i	11	i	i	0.5	i	i	i
CCn1c(=O)c(C(=O)NCCc2ccccc2)c(O)c2ccccc21	i	i	i	i	-8	i	i	-0.4	i	i	i
S=c1[nH]nc(-c2ccccn2)n1/N=C/c1ccc(Cl)cc1	i	i	i	i	19	i	i	0.1	i	i	i
O=C1NCCN(Cc2ccc(Cl)c(F)c2)C1CC(=O)N1CCCO1 (configuration not stated)	i	i	i	i	5	i	i	0.4	i	i	i
COc1cc(NC(=O)c2ccc3c(c2)C(=O)N(CCC(C)C)C3=O)c(C(=O)O)cc1OC	i	i	i	i	12	i	i	-26	i	i	i
CCCCNC(=O)C1CC(c2ccccc2[N+](=O)[O-])=NO1 (configuration not stated)	i	i	i	i	22	i	i	0.3	i	i	i
CCC1=NN(C(=O)Cc2ccc(OC)c(OC)c2)C(O)(C(F)(F)F)C1 (configuration not stated)	i	i	i	i	16	i	i	-0.2	i	i	i
CCOC(=O)c1csc(NC(=O)c2ccc(S(=O)(=O)N3CCCC3)cc2)n1	i	i	i	i	10	i	i	0.2	i	i	i
O=C(c1cccs1)c1coc2ccc(O)cc12	i	i	i	i	20	i	i	3.2	i	i	i
COC(=O)c1sc2nc(CSc3ccc(Br)cc3)[nH]c(=O)c2c1C	i	i	i	i	9	i	i	-0.3	i	i	i
CC(C)[C@H](NC(=O)OC(C)(C)C)c1nnc(SCc2cccc(F)c2)o1	i	i	i	i	30	i	i	-1.0	i	i	i
Cc1ccc(S(=O)(=O)CCNC(=O)Cc2ccccc2)cc1	i	i	i	i	31	i	i	0.0	i	i	i
COc1ccc(NC(=O)NCCN2CCN(c3cccc(Cl)c3)CC2)cc1	i	i	i	i	9	i	i	-0.2	i	i	i
N#C/C(=C\c1cc(O)c(O)c(O)c1)C(N)=O	i	i	i	i	13	i	i	0.5	i	i	i

Copied from above (4 entries):
SMILES	PolyA inh	MrgX1 PAM	MrgX1 agonist	TRPC6 activator	AI-2 QS modul	TRPC6 inh	TRPC4 inh	HIF act	TRPC4 PAM	TRPC4 agonist	MrgX1 antag
COc1cc(NC(=O)c2ccc3c(c2)C(=O)N(CCC(C)C)C3=O)c(C(=O)O)cc1OC	i	i	i	i	12	i	i	-26	i	i	i
CCCCNC(=O)C1CC(c2ccccc2[N+](=O)[O-])=NO1 (configuration not stated)	i	i	i	i	22	i	i	0.3	i	i	i
CCC1=NN(C(=O)Cc2ccc(OC)c(OC)c2)C(O)(C(F)(F)F)C1 (configuration not stated)	i	i	i	i	16	i	i	-0.2	i	i	i
CCOC(=O)c1csc(NC(=O)c2ccc(S(=O)(=O)N3CCCC3)cc2)n1	i	i	i	i	10	i	i	0.2	i	i	i

The list goes on.
SMILES	PolyA inh	MrgX1 PAM	MrgX1 agonist	TRPC6 activator	AI-2 QS modul	TRPC6 inh	TRPC4 inh	HIF act	TRPC4 PAM	TRPC4 agonist	MrgX1 antag
NC(=O)c1ccc(N2CCCCC2)c(N2C(=O)C3CC=CCC3C2=O)c1 (configuration not stated)	i	i	i	i	10	i	i	-0.2	i	i	i
N=c1c2c(ncn1Cc1ccco1)Oc1ccc3ccccc3c1C2c1ccccc1 (configuration not stated)	i	i	i	i	4	i	i	0.1	i	i	i
CC(C)c1ccc(/C=C2\SC(=O)N(CC(=O)NC3CCS(=O)(=O)C3)C2=O)cc1 (configuration not stated)	i	i	i	i	40	i	i	x	i	i	i
COc1ccc(-n2cc(CN3CCCC3)c(-c3cccc(F)c3)n2)cc1	i	i	i	i	21	i	i	0.9	i	i	i
COc1ccc(/C=N/Nc2ccc(C(F)(F)F)cc2[N+](=O)[O-])cc1O	i	i	i	i	20	i	i	0.5	i	i	i
O=C(NCC1CCCO1)c1ccccc1-c1nc(-c2ccc(F)cc2)no1 (configuration not stated)	i	i	i	i	-4	i	i	-0.6	i	i	i
CC(=O)c1ccc(NC(=O)CSc2nccn2C)cc1	i	i	i	i	20	i	i	0.8	i	i	i
CCC(NC(=O)Cn1cnc2c(=O)n(C)c(=O)n(C)c21)c1ccccc1 (configuration not stated)	i	i	i	i	16	i	i	-0.4	i	i	i
CCOC(=O)c1c(C)[nH]c(C)c1C(=O)COC(=O)[C@@H](NC(=O)c1ccccc1OCC)C(C)C	i	i	i	i	15	i	x	-0.4	i	i	i
COc1ccc(C(=O)c2sc(Nc3ccccc3)c(C(=O)Nc3ccc(OC)c(OC)c3)c2N)cc1	i	i	i	i	34	i	i	1.2	i	i	i
Cc1cccc(-n2nc3c(c2NC(=O)c2ccco2)CS(=O)(=O)C3)c1C	i	i	i	i	15	i	i	-0.2	i	i	i
COc1ccc(N2CCN(C(=O)NCc3ccc(OC)c(OC)c3)CC2)cc1	i	i	i	i	5	i	i	-0.5	i	i	i
O=S(=O)(c1ccc(Cl)cc1)N1CCN(Cc2ccc(O)c3ncccc23)CC1	i	i	i	i	-34	i	i	4.0	i	i	i
Cc1cc(C)c2ccc(Cl)cc2n1	i	i	i	i	10	i	i	-0.4	i	i	i
COc1ccc2cc3cc(C(=O)N(C)C4CCCCC4)oc3nc2c1	i	i	i	i	41	i	i	-1.4	i	i	i
O=C(Cc1ccccc1)NCc1ccc(-n2cccc2)cc1	i	i	i	i	32	i	i	0.9	i	i	i
COC(=O)C(C#N)C(c1cccnc1)c1c(C)[nH][nH]c1=O (configuration not stated)	i	i	i	i	7	i	i	0.2	i	i	i
CN1/C(=C\C=C2\N=C(c3ccc(F)cc3)OC2=O)C(C)(C)c2ccccc21	i	20*	i	i	20	i	i	-0.3	i	i	i
O=C(O)CCCCCn1c(SCC(=O)Nc2ccc(F)cc2)nc2ccsc2c1=O	i	i	i	i	22	i	i	-0.2	i	i	i
COc1cc(OC)cc(-c2nc(-c3ccccc3OC)no2)c1	i	i	i	i	11	i	i	0.1	i	i	i
COc1ccc(C(=O)NC2CCN(S(=O)(=O)c3ccccc3F)CC2)cc1	i	i	i	i	3	i	i	0.1	i	i	i
Cc1ccc(C(=O)Nc2ccc(N3CCCC3)cc2)cc1	i	i	i	i	22	i	i	4.6	i	i	i
Cc1cccc(OCC(=O)NNC(=O)Nc2cccc(Cl)c2)c1C	i	i	i	i	1	i	i	-0.2	i	i	i
Cc1cccc(-c2nc(C#N)c(NCc3ccco3)o2)c1	i	i	i	i	7	i	i	x	i	i	i
O=C(COc1ccc(Cl)cc1Cl)c1ccc[nH]1	i	i	i	i	5	i	i	3.2	i	i	i
Cc1ccc(SCCC(=O)NCc2ccncc2)cc1	i	i	i	i	7	i	i	-0.1	i	i	i
CCc1nc(N)c(C#N)c(-c2ccco2)c1C	i	i	i	i	7	i	i	-0.2	i	i	i
Cn1nc(C(=O)NCCCN2CCCCC2)c2c1-c1ccccc1S(=O)(=O)C2	i	i	i	i	6	i	i	19*	i	i	i
CC(C)C[C@H](NS(=O)(=O)c1ccc(Br)cc1)C(=O)O	i	i	i	i	28	i	i	0.2	i	i	i
O=C(OCCN1CCCCC1)c1ccccc1Br	i	i	i	i	-8	i	i	-0.2	i	i	i
COC(=O)C1CCN(S(=O)(=O)c2ccc(NC(C)=O)cc2)CC1	i	i	i	i	7	i	i	0.1	i	i	i
COc1cc(NC(=O)c2ccc([N+](=O)[O-])cc2)ccc1NC(=O)C(C)C	i	i	i	i	49	i	i	-0.3	i	i	i
O=C(Oc1ccccc1C(=O)N1CCOCC1)c1ccc(Br)cc1	i	i	i	i	1	i	i	0.1	i	i	i
CC12CN3CC(C)(CN(C1)C3c1ccc(Cl)cc1Cl)C2=O (configuration not stated)	i	i	i	i	8	i	i	-0.3	i	i	i
COc1ccc(C(=O)CSc2nc(N)nc(SC)c2C#N)cc1	i	i	i	i	9	i	i	-0.6	i	i	i
CCCC(CCC)c1nnc(NC(=O)c2ccco2)s1	i	i	i	i	49	i	i	-0.8	i	i	i
Cc1cc(C)n2nc(-c3cccc(Br)c3)cc2n1	i	i	i	i	7	i	i	4.3	i	i	i
Cc1ccccc1S(=O)(=O)Cc1ccc(C(=O)NC(C)c2ccccc2)o1 (configuration not stated)	i	i	i	i	26	i	i	-0.2	i	i	i
CCCCNC(=O)C(=O)Nc1cc2c3c(c1)CCC(=O)N3CCC2	i	i	i	i	4	i	i	0.3	i	i	i
C/C=C(\C)c1nnc(NC(=O)OCC)s1	i	i	i	i	18	i	i	-1.7	i	i	i
Cc1cc(C)cc(C(=O)N2CCC(C(N)=O)CC2)c1	i	i	i	i	37	i	i	0.0	i	i	i
CCOc1ccccc1OCC(=O)Nc1ccc(Cl)cc1Cl	i	i	i	i	21	i	i	-1.8	i	i	i
CCCC(=O)Nc1ccc(N2CCCCC2)cc1	i	i	i	i	25	i	i	1.0	i	i	i
CCC(C)c1ccc(S(=O)(=O)N2CCN3CCCC3C2)cc1 (configuration not stated)	i	i	i	i	25	i	i	-0.5	i	i	i
CCNC(=S)N(CCN(C)C)Cc1cc2cc(OCC)ccc2[nH]c1=O	i	i	i	i	9	i	i	-1.2	i	i	i
O=C(CC(Nc1ccc(Cl)cc1)C(=O)O)c1ccccc1 (configuration not stated)	i	i	i	i	22	i	i	4.7	i	i	i
CC1(C(=O)N(Cc2ccccc2)Cc2ccccc2)CC1(Br)Br (configuration not stated)	i	i	i	i	24	i	i	0.2	i	i	i
